Coupling enz = qHTS Assay for Inhibitors of Fructose-1,6-bisphosphate Aldolase from Giardia Lamblia: Coupling assay counterscreen; coupling enzyme system counterscreen, AmpLite Red fluorescence; activity change, negative = inhibition, % at 58.2 µM, hits read low; 290,000 tested, 0.67% active; in the data active = activity change below about -30%
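Coupling enzymes only (glyceraldehyde-3-phosphate) + compound, at 57.5 uM final, 10 min RT; add substrate/coupling/AmpLite Red mix, 20 min RT; fluorescence ex 525/em 598 nm. Actives flag coupling-system interference.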
B2AR arrestin = qHTS assay of beta-arrestin-biased ligands of beta2-adrenergic receptor; Beta-2 adrenergic receptor (Homo sapiens), P07550; beta-arrestin recruitment to beta2AR, cell-based reporter; Potency, µM (top dose mostly 46.1 µM), inactives show at the top dose activation, most hits filed as activators; 330,000 tested, 0.02% active;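 also: potency is read from the fitted curve at half-maximal effect; 0% = DMSO controls and full agonism = EC100 isoproterenol or metaproterenol; nearly all actives have a fitted effect of over 65% in size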
KCNH2 3.1 inh = qHTS for Inhibitors of KCHN2 3.1: Mutant qHTS; U2OS KCNH2 3.1, thallium flux FluxOr; stronger effect = lower value; activity change, % (tested at about 1.8 µM); 340,000 tested, 0.95% active; AID 720553, 2013;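 active = maximum activity change below -70%; inconclusive = maximum activity change from -70% to -50%; inactive = maximum activity change above -50%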;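 also: thallium influx rate constant from kinetic fluorescence after stimulation buffer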
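U2OS cells transduced with KCNH2 3.1 mutant virus (1.77 x 10^8 /mL, 4 h), plated overnight at 37 C, loaded 45 min with FluxOr dye plus Red40 quencher. Thallium flux rate constant from kinetic reads after stimulation buffer, normalised to controls.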
Giardia killer = Small Molecules that selectively kill Giardia lamblia: qHTS; activity change, % at 7.66 µM, hits read low; AID 540267, 2011; Giardia lamblia trophozoite viability; 340,000 tested, 0.15% active; in the data active = activity change below about -80%; inconclusive = between about -30% and that limit;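 also: parasites exposed to compound for two days anaerobically before the ATP read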
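Giardia trophozoites, 100 cells per well, were exposed to compounds for 48 hrs at 37 deg C under anaerobic conditions; viability was then read as ATP content by bioluminescence after 15-30 min at room temperature.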
uPA surface inh = qHTS for Inhibitors of Cell Surface uPA Generation. AID 540303, 2011. cell surface uPA generation assay, qHTS. 330,000 tested, 0.31% active. Potency, µM (doses to about 38.3 µM), for inactives: at the top dose activity change, negative = inhibition, actives largely listed as inhibitors; active = well fitted inhibition curve with a large enough effect; inconclusive = small, poorly fitted or top-dose-only effect; inactive = no such curve, though single readings can be large or run the other way; tested in mouse RAW 264.7 cells; also: potency is read from the fitted curve at half-maximal effect; nearly all actives have a fitted effect of over 55% in size
USP2a inh = qHTS Assay for Inhibitors of Ubiquitin-specific Protease USP2a Using CHOP2 as the Reporter | Potency, µM (highest dose often 38.3 µM), for inactives: at the top dose activity change, negative = inhibition, actives largely listed as inhibitors | 330,000 tested, 0.01% active | AID 463254, 2010 | USP2 core, Ub-CHOP2 coupled fluorogenic reporter, 485/531 | Ubiquitin carboxyl-terminal hydrolase 2 (Homo sapiens), O75604;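 also: potency is read from the fitted curve at half-maximal effect; plate controls were DMSO wells for no effect and full inhibition by NEM control for full effect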
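Cell-free coupled assay: 10nM USP2 core preincubated 30min RT with compound in Tris-HCl pH 8.0/CaCl2/CHAPS buffer, then 25nM Ub-CHOP2 and 25nM reporter substrate; fluorescence (Ex 485/Em 531) read after 60min RT, normalized to NEM inhibition, concentration-response curves fitted.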
GALK inh = qHTS Assay for Inhibitors of Human Galactokinase (GALK) | AID 1868, 2009 | Potency, µM (top dose mostly 57.5 µM), without a hit: at the top dose activity change, negative = inhibition, usual class: inhibitors | 270,000 tested, 0.007% active | Purified GALK, Kinase-Glo residual ATP luminescence; also: potency is read from the fitted curve at half-maximal effect
Target sequence (P51570 whole entry, looked up): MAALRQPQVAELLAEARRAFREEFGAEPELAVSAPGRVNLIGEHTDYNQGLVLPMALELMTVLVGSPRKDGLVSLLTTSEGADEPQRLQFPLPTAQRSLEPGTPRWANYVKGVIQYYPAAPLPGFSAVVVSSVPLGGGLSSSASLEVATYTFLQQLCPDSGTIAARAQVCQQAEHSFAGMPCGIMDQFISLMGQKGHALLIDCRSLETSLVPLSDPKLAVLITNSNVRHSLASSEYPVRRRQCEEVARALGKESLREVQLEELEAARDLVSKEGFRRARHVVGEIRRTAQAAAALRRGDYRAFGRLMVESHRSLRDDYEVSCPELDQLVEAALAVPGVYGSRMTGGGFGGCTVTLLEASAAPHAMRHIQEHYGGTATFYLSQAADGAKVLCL
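Quantitative HTS: GALK 5 nM, ATP 35 uM, galactose 100 uM, 1 h room temperature, then luciferase-based ATP detection.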
Chronic BCR inh = qHTS Assay to Find Inhibitors of Chronic Active B-Cell Receptor Signaling | ABC-DLBCL IkBa-CBG/CBR reporter, luminescence ratio, 4 h | Potency, µM (doses to about 46.1 µM), for inactives: top-dose ratio change, negative = lower green/red ratio, most hits filed as inhibitors | 340,000 tested, 0.05% active; active = well fitted inhibition curve with a large enough effect in the signal ratio, with a control signal flat, not every such curve was filed as active; inconclusive = small, poorly fitted or top-dose-only effect, or effect the other way, or a change in a side signal; the % refers to the signal ratio;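 also: potency is read from the fitted curve at half-maximal effect; plate controls were basal doxycycline-induced cells for no effect and cells given 10 µM MG132 for full effect; MG132 reads +100%, hits lower the ratio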
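Concentration-response series (up to 46 uM) were applied to TMD8 dual-reporter cells for 4 h at 37C with doxycycline. Green/red ratio, after filter-overlap correction, defined %Activity; red signal alone was normalised to basal cells and zero luminescence.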
PKM2 act = qHTS Assay for Activators of Human Muscle isoform 2 Pyruvate Kinase; Pyruvate kinase PKM (Homo sapiens), P14618; purified PKM2, Kinase-Glo ATP luminescence, activation; response scale: 0% is enzyme alone, no compound; Potency, µM (titrated, usually from 57.5 µM), for the others: at the highest dose activation, actives largely listed as activators; 260,000 tested, 0.34% active; AID 1631, 2009; also: potency is read from the fitted curve at half-maximal effect; nearly all actives have a fitted effect of over 55% in size
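Kinase-Glo luminescence reports ATP generated from ADP (0.1 mM) and PEP (0.5 mM) by purified hPK-M2 after 1 h at room temperature, pH 7.2 imidazole buffer; intermediate enzyme activity allows detecting inhibitors and activators.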
KCNH2 WT inh = qHTS for Inhibitors of KCHN2 3.1: Wildtype qHTS. Voltage-gated inwardly rectifying potassium channel KCNH2 (Homo sapiens), Q12809. U2OS, BacMam KCNH2, thallium flux FluxOr; stronger effect = lower value. activity change, % at 1.84 µM. 340,000 tested, 0.37% active;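 active = maximum activity change below -70%; inconclusive = maximum activity change between -70% and -50%; inactive = maximum activity change above -50%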
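U2OS cells transduced with wild-type KCNH2 virus are loaded with FluxOr dye for 45 min, and thallium flux is measured in kinetic reads before and after stimulation buffer. Rate constants are normalized to DMSO controls.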
Eya2 phos inh = qHTS Assay for Inhibitors of the Phosphatase Activity of Eya2; Protein phosphatase EYA2 (Homo sapiens), O00167; recombinant Eya2, OMFP fluorescence dephosphorylation (OMFP is methylfluorescein phosphate); Potency, µM (doses to about 76.9 µM), inactives show at the highest dose activity, negative = inhibition, hits mostly inhibitors; 330,000 tested, 0.006% active; AID 488837, 2010; also: potency is read from the fitted curve at half-maximal effect
Target sequence (O00167 whole entry, looked up): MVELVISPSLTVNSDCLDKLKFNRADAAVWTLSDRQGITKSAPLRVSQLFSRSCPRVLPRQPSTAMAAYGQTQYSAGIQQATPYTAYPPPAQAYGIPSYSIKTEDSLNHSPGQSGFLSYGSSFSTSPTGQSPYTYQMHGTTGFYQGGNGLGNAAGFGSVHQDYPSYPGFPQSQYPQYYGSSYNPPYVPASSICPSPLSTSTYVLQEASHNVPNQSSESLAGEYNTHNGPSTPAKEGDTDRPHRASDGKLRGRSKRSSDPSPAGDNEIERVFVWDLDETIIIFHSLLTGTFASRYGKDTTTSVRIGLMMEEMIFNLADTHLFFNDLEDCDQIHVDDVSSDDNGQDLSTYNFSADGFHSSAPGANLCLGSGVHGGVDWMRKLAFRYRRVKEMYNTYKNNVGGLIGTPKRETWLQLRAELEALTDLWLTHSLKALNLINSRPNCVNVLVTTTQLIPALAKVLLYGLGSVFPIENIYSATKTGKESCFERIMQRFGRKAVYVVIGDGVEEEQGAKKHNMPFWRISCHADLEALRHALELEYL
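Eya2 protein (added as 0.2 uM solution) was preincubated with compound for 10 min at ambient temperature in 50 mM HEPES pH 7.5, 50 mM NaCl, 5 uM MgCl2, 0.05% BSA, 1 mM DTT. OMFP (added at 50 uM) then reacted 10 min; fluorescence read at 485/525 nm.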
Numbers without * were called inactive; u = inconclusive; x = not tested or not shown; [ ] = remark or other dose. Unless noted, calls follow the shape of the dose curve; as a rule, active = well fitted curve in the direction sought with a large enough effect; inconclusive = small, poorly fitted or top-dose-only effect, or another doubt; inactive = no such curve, though single readings can be large; an effect the other way counts as inactive or inconclusive. Unless noted, % is scaled to controls: 0 for no effect and ±100 for the full control effect.

Compound	PKM2 act	Chronic BCR inh	GALK inh	KCNH2 3.1 inh	Giardia killer	Coupling enz	B2AR arrestin	KCNH2 WT inh	USP2a inh	uPA surface inh	Eya2 phos inh
COCCN(CC(=O)Oc1ccccc1P(=O)(OC)OC)Cc1ccccc1	4%	-4%	1%	-1	8	-2	-0.4%	-4	2%	1%	-9%
COc1cccc(NC(=O)N2CCC(N3CCCCC3)CC2)c1	0%	-10%	1%	18	10	2	-0.2%	-3	2%	4%	4%
CC(C)(C)c1cc(C(=O)C[n+]2ccc(C(=O)NCCCO)cc2)cc(C(C)(C)C)c1O	1%	u	4%	-2	-13	3	-0.1%	-10	1%	-2%	-6%
N#CC(C(N)=O)=C1CCCCC1	-1%	16%	-2%	-20	-1	3	0.2%	0	-4%	2%	3%
Cc1ccc(C)c(CSc2ccc3nnc(-c4ccccn4)n3n2)c1	u	-3%	11%	-13	17	0	0.2%	11	1%	-1%	2%
COC(=O)c1ccc(SC)cn1	-1%	1%	2%	-12	0	0	-0.8%	9	-1%	2%	-2%
COc1cc(NC(=O)c2oc3ccccc3c2C)ccc1NC(=O)c1ccco1	x	u	-2%	-9	3	2	0.5%	4	-10%	-1%	-4%
CCN(CC)S(=O)(=O)c1ccc(N(C)C)c(NC(=O)CC(NC(C)=O)c2ccccc2)c1 (stereo unspecified)	-2%	-6%	1%	0	1	-1	0.1%	-4	-1%	-1%	-1%
COCCNC(=O)c1cc(-c2ccc(-c3ccccc3)cc2)nc2ccccc12	4%	-10%	0%	20	13	x	0.3%	7	-7%	-16%	4%
O=C(OCC(=O)N1CCCc2ccccc21)c1ccc(S(=O)(=O)C(F)F)cc1	x	4%	x	-3	5	x	-2.2%	-2	1%	0%	23%
Nc1nc(NCCOCCO)nc(N2CCCCCC2)c1[N+](=O)[O-]	x	-5%	1%	-10	21	0	0.1%	-1	2%	3%	4%
O=C(CN1C(=O)C2(OCCCO2)c2ccccc21)NCCc1ccccc1	-4%	0%	3%	7	-13	4	0.4%	6	-3%	x	-2%
COc1ccc(C2C(C#N)=C(N)Oc3cc(N)ccc32)cc1OC (stereo unspecified)	15%	u	0%	-2	-10	-17	u	2	-3%	-8%	-12%
CN(C)c1cc(-c2ccc([N+](=O)[O-])cc2)oc(=O)c1Cl	-3%	u	2%	4	-2	-1	0.1%	2	-1%	-2%	-5%
CCOC(=O)c1c(C)[nH]c(C)c1C(=O)COC(=O)/C=C/c1ccccc1[N+](=O)[O-]	x	u	x	-5	10	x	0.0%	-6	0%	u	-30%
CC(C)(C)OC(=O)N1CCC(c2c(C(=O)N3CCN(C(=O)c4ccco4)CC3)cnn2-c2ccc(F)cc2)CC1	1%	-5%	7%	29	-3	-2	0.4%	-6	3%	1%	11%
CCOC(=O)C1C(=O)CC(C)(O)C(C(=O)OCC)C1c1ccc([N+](=O)[O-])cc1 (stereo unspecified)	-2%	4%	2%	-4	14	4	-1.2%	-6	0%	-14%	-3%
CC1(C(=O)Nc2nnc(SCc3ccccc3)s2)Cc2ccccc2C(=O)O1 (stereo unspecified)	1%	u	0%	7	7	7	-0.3%	-25	1%	x	1%
C=CCNC(=O)[C@@H]1CSC2c3ccc(OC)c(OC)c3C(=O)N21 (stereo partly specified)	x	-12%	0%	-4	4	3	-0.1%	-12	1%	11%	1%
COc1cccc(C(=O)NCC(=O)OCC(=O)Nc2cc(OC)c([N+](=O)[O-])cc2C)c1	4%	-6%	0%	6	-4	6	-0.4%	-10	3%	-6%	-3%
Cc1nc(C)n(C(C)CNS(=O)(=O)c2ccc(Cl)cc2)n1 (stereo unspecified)	-1%	-11%	1%	11	-23	2	0.2%	-1	5%	4%	8%
CCCCNC(=O)C(C)N(CCN(C)C)C(=O)CCCN1C(=O)NC(c2ccc(Cl)cc2)C(C(=O)OCc2ccccc2)=C1C (stereo unspecified)	x	-15%	x	-23	-21	x	-1.0%	-43	3%	u	0%
O=C(Cn1c(CSc2ccccc2)nc2ccccc21)Nc1ccccc1	6%	15%	-1%	x	x	0	-0.6%	x	-1%	x	0%
CCOC(=O)c1ccc2c(c1)C(=O)N(C1CCCCC1)C2=O	-4%	6%	0%	-16	7	1	-0.2%	-3	0%	-2%	4%
CC1CCCCC1NC(=S)Nc1cccc(S(=O)(=O)N(C)C)c1 (stereo unspecified)	-1%	1%	4%	-8	0	-2	0.1%	0	1%	2%	-12%
CCOC(=O)c1ccc(NC(=O)CN2C(=O)CSCC2=O)cc1	6%	-5%	-4%	7	-6	-1	-0.4%	69	6%	-7%	-4%
COc1ccc(OC)c(CN2CCN(S(=O)(=O)c3ccccc3)CC2)c1	x	0%	x	-3	18	x	x	-4	x	7%	x
S=c1[nH]cc(-c2ccc(Cl)cc2)n1-c1ccccc1	4%	1%	3%	-6	-1	4	0.0%	4	0%	-2%	-1%
CCOC(=O)c1c(S(=O)(=O)NCC(=O)Nc2cc(C)ccn2)c(C)n(C)c1C	x	3%	-1%	-4	0	0	-0.2%	2	4%	6%	-6%
O=C(O)C1CCN(C(=O)c2ccccc2C(=O)N2CCC(C(=O)O)CC2)CC1	-2%	5%	2%	-2	-4	3	-0.2%	-13	10%	1%	12%
C#CCOCCOCCOCCNc1nc(N2CCN(C(=O)[C@H]([C@@H](C)O)n3cc(CCCCN)nn3)CC2)nc(N2CCN(C(=O)[C@H](CCCCN)n3cc(CCCC)nn3)CC2)n1	x	1%	x	5	-28	x	-0.1%	15	0%	-7%	7%
O=S1(=O)OCCC(c2ccccc2)N1Cc1ccccc1 (stereo unspecified)	-2%	2%	x	3	-4	4	-0.2%	8	0%	-13%	11%
Cc1ccsc1C1NC(=O)c2ccccc2N1 (stereo unspecified)	-1%	-12%	0%	1	22	0	-0.1%	1	5%	-12%	-18%
Cc1ccc(CNc2ccc3c(c2)ncn3C(C)(C)C)cc1	4%	3%	0%	x	-5	-3	0.4%	x	-1%	0%	-2%
CC(=O)NC12CC3CC(C1)CC(C(=O)OCC(=O)NC(=O)c1cccn1C)(C3)C2	0%	-16%	1%	5	11	2	0.1%	-2	1%	4%	12%
CN(C)C(=O)c1ccc(NC(=O)c2cc(-c3ccco3)nc3ccccc23)cc1	5%	4%	-1%	14	4	x	0.0%	-10	3%	1%	6%
Cc1cccc(OCC(=O)OC(C)CN2CCCCC2)c1 (stereo unspecified)	17%[11.5 µM]	13%	9%	-10	-29	4	0.5%	1	4%	8%	8%
CNC(=S)N1CCc2ccccc2C1	-2%	0%	1%	5	-1	2	0.2%	2	0%	3%	2%
Cc1ccc(-n2ncc3c2CCCC3NC(=O)CCCN2CCCCC2=O)cc1C (stereo unspecified)	x	0%	-3%	-2	u	x	-1.0%	-31	3%	8%	-2%
O=S(=O)(Nc1ccncc1)c1cc(Cl)ccc1Cl	x	2%	1%	10	25	2	-0.2%	-6	2%	6%	16%
C=CCn1c(SCc2c(C)noc2C)nc2sc3c(c2c1=O)CCC(C)C3 (stereo unspecified)	-2%	-6%	5%	-27	5	5	0.1%	-26	1%	-7%	19%
Cc1ccc(-c2noc(CN3CCC(C(N)=O)CC3)n2)cc1	-2%	2%	8%	-7	10	2	6.4%	-9	0%	-1%	-8%
Cc1cccc(NS(=O)(=O)c2ccc(C)c(C(=O)N(C)C3CCN(C)CC3)c2)c1	x	7%	x	-3	7	x	-0.8%	3	1%	2%	25%
CCCC(=O)Nc1cc(C)c(NC(=O)c2ccco2)cn1	-4%	2%	4%	10	5	0	0.2%	25	-1%	-3%	-17%
O=S(=O)(NN=C1CCCCCC1)c1ccc(Cl)cc1	2%	-2%	1%	24	-4	x	-0.6%	-6	0%	4%	8%
CC(C)(C)OC(=O)N1CCC(NC(=O)c2nc[nH]c2C(=O)NCC(=O)OCc2ccccc2)CC1	3%	-1%	x	0	14	1	-1.1%	12	2%	22%	4%
